Compound activity from PubChem BioAssay.
TDP1 cell CPT = DT40-hTDP1 cell growth loss with CPT. 12% of 420,000 active. Potency, µM (top dose mostly 46.2 µM), without a hit: at the top dose activity change, negative = growth inhibition, actives largely listed as inhibitors. chicken DT40 Tdp1-/-;hTDP1 cells + 20 nM CPT, ATP luminescence, 48 h; note: nearly all actives have a fitted effect of over 55% in size
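Cell growth measured by CellTiter-Glo luminescence after a minimum 48 h, 37 C compound exposure with 20 nM CPT in Tdp1-knockout DT40 cells stably expressing hTDP1, seeded 400/well; qHTS titration format.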
N370S GC = inhibits or activates N370S mutant glucocerebrosidase; Potency, µM (titrated, usually from 59.4 µM), for inactives: top-dose activity change, negative = inhibition, actives largely listed as inhibitors; P04062; 0.092% of 330,000 active; N370S GC spleen homogenate, 4MU-glucoside fluorescence;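 note: 0% = full enzyme activity and -100% = no enzyme basal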
FEN1 inh = blocks human flap endonuclease 1; P39748; Recombinant FEN1 flap cleavage, fluorescence, 15 min; Potency, µM (titrated, usually from 114 µM), inactives show top-dose activity change, negative = inhibition, actives largely listed as inhibitors; 0.35% of 390,000 active; AID 588795; note: nearly all actives have a fitted effect of over 65% in size
Target sequence (P39748 whole entry, looked up): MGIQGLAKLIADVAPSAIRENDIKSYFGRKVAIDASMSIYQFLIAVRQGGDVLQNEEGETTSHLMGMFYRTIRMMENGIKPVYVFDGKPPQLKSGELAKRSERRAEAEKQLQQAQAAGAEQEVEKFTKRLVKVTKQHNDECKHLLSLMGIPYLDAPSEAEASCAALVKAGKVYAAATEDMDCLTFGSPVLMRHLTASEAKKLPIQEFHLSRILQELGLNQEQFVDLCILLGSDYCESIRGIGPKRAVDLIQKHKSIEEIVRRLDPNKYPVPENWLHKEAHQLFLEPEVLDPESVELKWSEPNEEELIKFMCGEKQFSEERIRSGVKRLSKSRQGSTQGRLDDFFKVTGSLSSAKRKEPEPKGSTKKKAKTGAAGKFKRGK
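Read-out was taken twice, immediately and after 15 min, following addition of 50 nM substrate to 10 nM FEN1 that had sat with test compound for 15 min at room temperature. Curves came from a four-parameter Hill model.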
* marks the source's active call; other numbers are inactive results; ? = inconclusive; . = not tested or not shown; & = joins results of further samples; [ ] = dose if it differs, or a comment. Calls come from the whole dose curve; as a rule, active = well fitted curve in the direction sought with a large enough effect; inconclusive = small, poorly fitted or top-dose-only effect, or another doubt; inactive = no such curve, though single readings can be large; an effect the other way counts as inactive or inconclusive. Unless noted, % is set by controls: 0 for no effect and ±100 for the full control effect; potency is the fitted concentration of half-maximal effect. The list is partial; rates above refer to the full screens.

Below each compound: TDP1 cell CPT, N370S GC, FEN1 inh
1) COc1ccc(C(CNC(=O)c2cccc(S(=O)(=O)N3CCc4ccccc43)c2)N(C)C)cc1 (stereo unspecified)
→ ?, ., 2.3%
2) O=S(=O)(c1ccccc1)c1cnc(-c2ccccc2)nc1N1CCCCC1
→ ?, ?, -20.2%
3) CSc1ncccc1C(=O)OCC(=O)c1ccc2c(c1)NC(=O)CO2
→ -6.4%, -7.0%, 0.7%
4) O=C(CSc1nc2ccccc2c(=O)[nH]1)Nc1ccc(S(=O)(=O)N2CCCC2)cc1
→ 16.4µM*, 12.2%, -13.0%
5) O=S(=O)(N/N=C\c1cccnc1)c1ccccc1
→ -0.7%, 1.0%, -0.4%
6) O=C(Cc1c(O)c2ccccc2[nH]c1=O)NCc1ccccc1F
→ -4.4%, ?, -7.1%
7) COc1cc(OC)cc(C(=O)NCCCCCCNC(=O)c2cc(OC)cc(OC)c2)c1
→ -20.4%, ., -2.8%
8) Cc1ccc(C(=O)N2CCN(C)CC2)cc1S(=O)(=O)N1CCOCC1
→ -0.2%, 0.1%, -2.8%
9) CCCCN1C(=O)CC(C(=O)O)C1c1ccc(OC)cc1 (stereo unspecified)
→ -6.2%, ., -0.3%
10) CCCCCCCC(=O)N/N=C/c1ccncc1
→ -16.5%, -2.1%, 4.6%
11) Cc1ccc2c(=O)cc(C(=O)NCc3ccccc3)oc2c1
→ -26.9%, ., -3.2%
12) COc1ccc(-n2cc(-c3ccc4c(c3)OCO4)n(CC(=O)Nc3cc(Cl)ccc3C)c2=O)cc1
→ ?, ., -8.5%
13) CCN1CCC2(CC1)N=C(c1ccc(F)cc1)C(=S)N2C(=O)c1ccc(C)cc1
→ 8.2µM*, -3.1%, -3.3%
14) O=C(Nc1ccncc1)C1CCN(S(=O)(=O)c2ccc(Cl)cc2)CC1
→ 23.1µM*, -14.0%, -12.6%
15) COc1ccc(CNC(=O)Nc2cc(C)ccc2C)cc1
→ -19.5%, 2.0%, 24.1%
16) Cc1ccc(C)c(CN2C(=O)c3ccccc3S(=O)(=O)c3ccc(C(=O)N4CCc5ccccc54)cc32)c1
→ 5.8µM*, ., -7.9%
17) COc1ccc(S(=O)(=O)Nc2ccc(S(=O)(=O)N3CCOCC3)cc2)cc1C
→ -16.7%, 7.1%, -2.1%
18) COc1ccc(C(=O)N=c2nc3ccccn3s2)cc1
→ ?, -19.4%, -1.5%
19) COC(=O)CC1SC(=O)NC1=Nc1ccc(O)cc1 (stereo unspecified)
→ 2.1%, -17.6%, -6.9%
20) CCC(C)(C)NC(=O)C(c1ccc(OC)cc1)N(C(=O)CCC(=O)Nc1cc(C)on1)c1ccc(OC)c(OC)c1 (stereo unspecified)
→ -12.9%, -12.4%, -5.9%
21) CCCCCC(=O)N/N=C(\C)c1ccccn1
→ 5.8µM*, -2.2%, 32.5%
22) O=C(CN1CCN(c2ccc(O)cc2)CC1)Nc1ccccc1C(=O)NCCc1ccccc1
→ ?, ., 10.9%
23) Cc1cc(NC(=O)c2c(Cl)c(C)nn2C)no1
→ 0.0%, 6.4%, 3.7%
24) COC(=O)c1ccc(NC(=S)NN2CCOCC2)cc1
→ 3.7%, 9.4%, -5.9%
25) O=c1oc2ccccc2cc1-c1nnc(NCc2ccco2)s1
→ ?, -6.3%, -2.7%
26) CCOC(=O)C1=C(OCc2ccc(Cl)cc2)C2C=C(C)C=CC2N=C1 (stereo unspecified)
→ -12.0%, 19.7%, -3.3%
27) CCn1cc(C(=O)N2CCN(c3ccccc3)CC2)c(=O)c2cc(S(=O)(=O)N3CCOCC3)ccc21
→ -6.5%&2.0%, -5.5%, -10.7%&-15.5%
28) CC12CC(NC(=O)N1c1cccc(C(=O)N3CCN(c4ccccn4)CC3)c1)c1ccccc1O2 (stereo unspecified)
→ ?, 19.9%, -6.7%
29) Cc1cc(C)c(C#N)c(Nc2cccc(Br)c2)n1
→ -4.2%, -9.9%, 11.2%
30) O=C(NC1CCCCC1)c1ccc(CSc2nc3ccncc3n2Cc2ccccc2F)cc1
→ ?, ., 18.5%

Next section (three carried over from the part before).
Below each compound: TDP1 cell CPT, N370S GC, FEN1 inh
28) CC12CC(NC(=O)N1c1cccc(C(=O)N3CCN(c4ccccn4)CC3)c1)c1ccccc1O2 (stereo unspecified)
→ ?, 19.9%, -6.7%
29) Cc1cc(C)c(C#N)c(Nc2cccc(Br)c2)n1
→ -4.2%, -9.9%, 11.2%
30) O=C(NC1CCCCC1)c1ccc(CSc2nc3ccncc3n2Cc2ccccc2F)cc1
→ ?, ., 18.5%
31) COc1ccccc1NC(=O)c1nc[nH]c1C(=O)Nc1ccccc1OC
→ -27.5%, -0.3%, -5.8%
32) O=C1OC(N2CCN(c3ccccn3)CC2)c2ccccc21 (stereo unspecified)
→ 5.2%, 4.8%, -7.5%
33) COCCNC(=O)c1onc(CSc2ccc(F)c(F)c2)c1C(=O)O
→ -3.7%, 1.1%, -7.0%
34) CCN(CC)c1ccc(/C=C2\C(=O)c3ccc(C(=O)O)cc3C2=O)cc1
→ 3.5%, ?, 39.8µM*
35) O=C(O)c1ccc(Sc2nnc3ccccn23)c([N+](=O)[O-])c1
→ -3.6%, -4.5%, -2.9%
36) COc1ccc(CCNC(=O)c2ccc(CNS(=O)(=O)c3ccccc3)cc2)cc1OC
→ 18.4µM*, -9.2%, 9.6%&-10.2%
37) C[N+]1(CC(=O)OC2CCCCCCCCCCC2)CCCC1
→ 4.11µM*, -1.6%, 2.3%
38) C[C@H]1C=C(C(=O)NC2CC2)O[C@@H](OCc2ccc(CO)cc2)C1
→ -2.3%, -3.9%, 2.3%
39) O=C(O)/C=C/C(=O)NCCc1cccc(Cl)c1
→ -17.8%, 4.3%, 3.0%
40) C[C@@]12CCC3[C@@](CCC4[C@@]3(C)CCC[C@@]4(C)C(=O)Nc3ccc(Cl)cc3)(CC1=O)C2 (stereo partly specified)
→ ?, ., -14.0%
41) CC(Sc1nc2cc(Cl)ccc2s1)C(=O)Nc1ccc2c(c1)OCO2 (stereo unspecified)
→ 5.2%, 9.4%, -7.1%
42) COc1cc(CCC(=O)Nc2cc(Cl)ccc2N2CCN(C)CC2)cc(OC)c1OC
→ 2.5%, ?, -5.4%
43) Clc1cccc(-n2ncc3c(NCCCN4CCOCC4)ncnc32)c1
→ ?, ., 1.3%
44) O=C(c1ccccc1Nc1ccc(SC(F)F)cc1)N1CCCCCC1
→ ?, 17.4%, -6.2%
45) Cn1c(=O)c2c(nc(CN3CCN(Cc4ccccc4)CC3)n2Cc2cccc(Cl)c2)n(C)c1=O
→ 23.1µM*, -13.3%, -6.9%
46) CC(C(=O)NCC1(c2ccccc2)CCCC1)N1CCCC1 (stereo unspecified)
→ -0.1%, -3.0%, -5.5%
47) CCOC(=O)C1CCN(C(=O)c2ccc(OCC(=O)Nc3cccc(C(F)(F)F)c3)cc2)CC1
→ ?, -7.4%, -14.1%
48) CCCCN(CCCC)C(=O)c1cn(CC)c2cc(N3CCN(C)CC3)c(F)cc2c1=O
→ -19.3%, -22.3%, 6.3%
49) COc1cc(C(=O)OCC(=O)NCCC2=CCCCC2)cc(OC)c1OC
→ -21.0%, -3.1%, 3.3%
50) Cc1cc(NC(=O)CSc2ncc(C(=O)Nc3ccc(Cl)cc3)c(=O)n2C)no1
→ 3.9%, ., -8.8%
51) CC(C)N(C)C1=CC(=O)C(N(C)C(C)C)=CC1=O
→ 23.1µM*, ., 3.4%
52) O=c1ccc(-c2ccc(S(=O)(=O)N3CCCCC3)o2)n[nH]1
→ -3.8%, -6.9%, -7.5%
53) CC(=O)N1CCCc2cc(S(=O)(=O)N3CCCC(C(=O)NC(C)C)C3)ccc21 (stereo unspecified)
→ -24.4%, ., -5.4%
54) O=C(O)c1cccc(NC(=O)c2ccccc2NC(=O)c2ccccc2F)c1
→ -13.0%, 2.0%, -3.2%
55) CCN1C(=O)/C(=C\c2cccc(OC(=O)c3ccco3)c2)SC1=S
→ -29.4%, -6.0%, -1.9%
56) O=C(NC1CC1)C(Cc1ccccc1)NS(=O)(=O)c1ccccc1F (stereo unspecified)
→ 16.4µM*, 29.8%, -3.4%
57) CCSc1nc2c([nH]c3ccccc32)c(=O)n1-c1ccc(OC)cc1
→ -16.2%, ., 2.1%
58) O=C(NCc1ccccc1)c1csc2c1CCCC2
→ ?, 13.9%, -5.3%
59) O=C(Nc1cccnc1)Nc1cc(Cl)cc(Cl)c1
→ 10.3µM*, -16.3%, -7.3%
60) COc1ccc(-c2c(C#N)c(SCC(=O)Nc3ccccc3C)nc(C)c2C(=O)Nc2ccccc2)cc1OC
→ -3.4%, ., 2.1%

Molecules listed so far that contain a furan ring, fused or not (three):
Below each compound: TDP1 cell CPT, N370S GC, FEN1 inh
25) O=c1oc2ccccc2cc1-c1nnc(NCc2ccco2)s1
→ ?, -6.3%, -2.7%
52) O=c1ccc(-c2ccc(S(=O)(=O)N3CCCCC3)o2)n[nH]1
→ -3.8%, -6.9%, -7.5%
55) CCN1C(=O)/C(=C\c2cccc(OC(=O)c3ccco3)c2)SC1=S
→ -29.4%, -6.0%, -1.9%

One compound at a time (already shown). Order of screens: TDP1 cell CPT | N370S GC | FEN1 inh
CCN1C(=O)/C(=C\c2cccc(OC(=O)c3ccco3)c2)SC1=S is listed as -29.4% | -6.0% | -1.9%
C[N+]1(CC(=O)OC2CCCCCCCCCCC2)CCCC1 is listed as 4.11µM* | -1.6% | 2.3%
O=C(c1ccccc1Nc1ccc(SC(F)F)cc1)N1CCCCCC1 is listed as ? | 17.4% | -6.2%
O=C(NCc1ccccc1)c1csc2c1CCCC2 is listed as ? | 13.9% | -5.3%
CC(C)N(C)C1=CC(=O)C(N(C)C(C)C)=CC1=O is listed as 23.1µM* | . | 3.4%

Other structures.
Below each compound: TDP1 cell CPT, N370S GC, FEN1 inh
61) C[C@H](CO)N1C[C@H](C)[C@@H](CN(C)C(=O)NC2CCCCC2)Oc2ccc(NS(=O)(=O)c3cn(C)cn3)cc2C1=O
→ 6.6%, ., 12.8%
62) Nc1ccc(-c2nc(-c3ccccc3)nc3ccccc23)cc1
→ -3.4%, ?, -19.0%
63) CC(C)C(=O)NC(Nc1cccc2cccnc12)C(Cl)(Cl)Cl (stereo unspecified)
→ 14.6µM*, 1.1%, 8.9%
64) O=C(Nc1nnc(-c2ccc(F)cc2)o1)c1cc(Cl)sc1Cl
→ 25.9µM*, 0.1%, -22.8%
65) CCn1c(=O)cc(N2CCC3(CC2)OCCO3)[nH]c1=O
→ -3.6%, 2.1%, -19.5%
66) NNC(=O)c1cc2ccccc2cc1NS(=O)(=O)c1ccccc1
→ 2.7%, -16.1%, 1.5%
67) Cc1cccc(NC(=O)C(C)Oc2ccccc2C)n1 (stereo unspecified)
→ -24.2%, 14.3%, 1.7%
68) O=C(O)C1[C@H]2C(=O)N(C3CCCC3)C[C@]23C=C[C@H]1O3 (stereo partly specified)
→ -16.2%, -20.9%, 1.2%
69) COc1ccc(C2C3=C(CCCC3=O)Nc3nc(SCc4ccccc4)nn32)cc1OC (stereo unspecified)
→ 1.2%, 21.0%, 7.4%
70) CCN(CC(=O)Nc1c(F)cccc1F)C(=O)Cc1ccc2c(c1)OCCO2
→ -15.4%, ., -2.9%
71) COc1ccc(C(=O)N2CCCCCCC2)cc1OC1CCN(C(C)C)CC1
→ -7.3%, -6.1%, 2.7%
72) COc1ccc(NC(=O)C2CCCN(S(=O)(=O)c3c(C)[nH]c(=O)[nH]c3=O)C2)cc1 (stereo unspecified)
→ 41.8%&6.9%[activator], -2.8%, -2.1%&-3.2%
73) CC(C)(C)NC(=O)[C@@H]1CN(Cc2cccnc2)CCN1C[C@@H](O)C[C@@H](Cc1ccccc1)C(=O)N[C@H]1c2ccccc2C[C@H]1O
→ ?, ., -4.1%
74) CC(C)(C)C(=O)N1CCN(c2ccnc3cc(Cl)ccc23)CC1
→ ?, -6.0%, -8.8%
75) COc1cccc(NC(=O)CSc2nc(O)c(C)c(=O)n2-c2ccc(C)cc2)c1
→ -24.5%, -3.5%, 3.0%
76) CCC1CN(C(=O)N2CCC(C(=O)NCc3ccccc3C)CC2)c2ccccc2O1 (stereo unspecified)
→ 18.4µM*, 1.2%, -6.3%&-8.2%
